Screening results from PubChem BioAssay.
G6PDH counter = inhibits Leuconostoc G6PDH, flagging false hits in G6PDH-based assays. AID 1020. inhibition, % at 5 µM. Purified L. mesenteroides G6PDH, diaphorase/resazurin coupled fluorescence, 45 min. 200,000 tested, 0.12% active; in the data active = inhibition above about 50%
APP 5'UTR act = activates APP 5'UTR luciferase reporter | activation, % at 2 µM | SH-SY5Y APP 5'UTR luciferase reporter, luminescence; zero percent = DMSO vehicle wells | 190,000 tested, 1% active | AID 1276;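 active = activation above a set limit, based on mean plus 3 SD of controls, cut at about 140% in these data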; also: values of inactives mirror those of a sister screen read the other way
FLuc stim CS = affects firefly luciferase, flagging false hits in luciferase stimulation screens; activation factor at 10 µM; 200,000 tested, under 10 active; P08659; ATPlite luciferase biochemical, luminescence, 10 min; 0 = ATP-free wells, 1 = DMSO control;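 active = luciferase activation factor, scaled between plate controls, of at least 2 with compound at 10 µM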
Target sequence (P08659 whole entry, looked up): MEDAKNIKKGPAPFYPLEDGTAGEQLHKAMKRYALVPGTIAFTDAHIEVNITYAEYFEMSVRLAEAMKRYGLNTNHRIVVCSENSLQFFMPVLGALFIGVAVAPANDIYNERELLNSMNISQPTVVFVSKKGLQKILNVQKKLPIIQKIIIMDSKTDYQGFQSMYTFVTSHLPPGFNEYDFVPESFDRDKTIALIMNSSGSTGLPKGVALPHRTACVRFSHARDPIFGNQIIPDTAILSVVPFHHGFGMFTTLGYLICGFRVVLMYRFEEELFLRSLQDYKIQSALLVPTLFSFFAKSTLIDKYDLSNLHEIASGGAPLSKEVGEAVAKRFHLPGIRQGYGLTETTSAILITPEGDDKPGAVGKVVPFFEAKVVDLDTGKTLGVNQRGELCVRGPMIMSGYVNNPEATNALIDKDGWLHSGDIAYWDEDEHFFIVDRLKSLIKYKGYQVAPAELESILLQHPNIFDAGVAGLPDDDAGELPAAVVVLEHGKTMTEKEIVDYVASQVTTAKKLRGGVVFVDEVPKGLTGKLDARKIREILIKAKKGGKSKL
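assay system = Luciferase/luciferin detection reagent, cell-free biochemical luciferase assay | also added = ATP substrate | times = 10 min post-reagent at room temperature | measured by = luminescence from luciferase reaction | measure = luciferase activation, seen as luminescence increase over controls | benchmarks = low control with PBS replacing ATP, high control enzyme plus ATP without compound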
NF-kB neuron act = NF-kB expression increase, human neuronal cells | AID 1239 | fold change at 12.5 µM | 190,000 tested, 1.6% active | NF-kB reporter expression; hits give high values; in the data active = fold change above about 3.3
TLR4-MyD88 BLA = blocks binding of human TLR4 to MyD88; O00206+Q99836; HeLa CL3-4 TLR4/MyD88 BLA complementation, FRET ratio; inhibition, % at 8.4 µM; 200,000 tested, 0.18% active; in the data active = inhibition above about 25%;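 also: 0% = vehicle and 100% = reference inhibitor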
STAT1 act = activators of IFN-gamma induced STAT1 signaling. NIH 3T3 STAT1-luciferase reporter, luminescence; 100% = IFN-gamma alone, no compound. activation (% of control), % at 5.5 µM. 200,000 tested, 2.6% active;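 active = activation above the screen-wide mean activation plus 3 SD, cut at about 130% in these data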;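 also: raw ratio to IFN-gamma control signal so 100% means no change and 0% no light; values of inactives mirror those of a sister screen read the other way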
APP transl inh = APP translation inhibition | SH-SY5Y APP 5'UTR-luciferase reporter, luminescence | inhibition, % at 2 µM | 190,000 tested, 0.82% active;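 active = inhibition above a set limit, derived from the sample mean plus 3 SD, cut at about 45% in these data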; also: values of inactives mirror those of a sister screen read the other way
Diaphorase act = activates diaphorase or chemically reduces, flagging diaphorase assay artifacts; 190,000 tested, 0.005% active; Diaphorase/resazurin coupled assay, resorufin fluorescence, 16 min; hits give high values; 1 = vehicle wells, 0 = NADH-free wells; activation factor at 20 µM;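 active = diaphorase activity raised at least twofold by the compound at 20 µM; inactive = activation factor below 2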
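Material: bacterial diaphorase enzyme (C. kluyveri); amount: enzyme 0.07 U/mL final; reagent: NADH substrate 0.114 mM plus resazurin dye 0.1 mM, final; doses: single compound dose of 20 µM, 1% DMSO final; timing: 16 min enzyme reaction, ambient temperature; measured by: fluorescence of resorufin, 544 nm excitation, 590 nm emission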
FLuc inhib CS = inhibits firefly luciferase, flagging false hits in luciferase inhibition screens; P08659; 200,000 tested, 1.5% active; ATPLite firefly luciferase biochemical luminescence, 10 min; AID 1006; inhibition, % at 10 µM;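 active = inhibition above about 50% when tested at 10 µM, limit read from the data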
Diaphorase inh = diaphorase inhibition or chemical oxidation counter-screen | diaphorase resazurin-to-resorufin fluorescence, NADH, 16 min; bacterial (C. kluyveri) enzyme, not human | 190,000 tested, 0.69% active | inhibition, % at 20 µM;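 active = primary screen inhibition at 20 µM above a set limit, cut at about 50% in these data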;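 also: plate controls were DMSO with full reaction for no effect and wells lacking NADH for full effect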
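Test system: bacterial diaphorase enzyme (C. kluyveri); Quantity: 0.14 U/mL diaphorase, enzyme working solution; Times: reaction incubation of 16 min at room temperature; Measured by: fluorescence of resorufin formed from resazurin, Ex 544/Em 590 nm; Benchmarks: positive control minus NADH, DMSO neutral control.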
The depositor's hits bear a star; · = not tested or not shown.

SMILES	G6PDH counter	APP 5'UTR act	FLuc stim CS	NF-kB neuron act	TLR4-MyD88 BLA	STAT1 act	APP transl inh	Diaphorase act	FLuc inhib CS	Diaphorase inh
Cc1ccc(-c2nnn(CC(=O)N(Cc3ccco3)C(C(=O)NC(C)(C)C)c3ccc(C)o3)n2)o1 (stereo not drawn)	12	13	1	0.63	-35	93	-13	0.6	-4	38
CCc1ccc(NC(=O)C(C)OC(=O)/C=C/c2cccc([N+](=O)[O-])c2)cc1 (stereo not drawn)	0	17	1	1.4	-16	91	-17	1	-4	5
COC(=O)c1c(NC(=O)CSc2ccccc2N)sc(C)c1C	2	-5	1.1	1.7	-1	97	5	0.7	-5	35
Cc1cc(NC(=O)CN2CCN(C/C=C/c3ccccc3)CC2)c([N+](=O)[O-])cc1C	3	4	1	1.2	2	102	-4	0.9	-2	8
Cc1sc2nc(SCC(=O)N(CCO)CCO)nc(N)c2c1C	8	7	1	0.98	11	95	-7	0.9	-2	8
c1ccc(Cc2nnc3sc(C4COc5ccccc5O4)nn23)cc1 (stereo not drawn)	-2	4	1.1	1.1	-4	110	-4	0.8	-8	17
COc1ccc(N2CCN(C(=O)CSc3nnc(-c4ccco4)n3C)CC2)cc1	0	7	1	0.78	-14	104	-7	0.9	-2	11
COc1cccc(NC(=O)N2CCCC2C(=O)Nc2ccc3c(c2)OCO3)c1 (stereo not drawn)	7	8	1.1	1.1	-3	98	-8	0.9	-6	12
Fc1ccccc1Nc1nc2c(s1)CCc1ccccc1-2	16	164*	0.9	7.8*	-2	198*	-164	0.6	13	37
O=C(COc1ccccc1)N1CCN(C(=O)Cc2ccccc2)CC1	5	-11	1.1	1.1	-2	106	11	0.8	-5	21
O=C(CSc1nc2ccccc2[nH]1)NC1CCCc2ccccc21 (stereo not drawn)	-7	3	1.1	0.92	0	97	-3	0.9	-7	10
CC1(C)OC(=O)C(C(c2ccccc2)C(C#N)C(N)=O)=C(O)O1 (stereo not drawn)	7	-11	1.1	1.7	4	104	11	1.1	-6	-6
CCOC(=O)N1CCN(C(=O)Nc2ccc3nc(C)sc3c2)CC1	7	22	1	0.96	6	93	-22	0.8	0	16
CC(=O)Nc1ccc(-c2csc(NNC(=O)c3ccc(C)cc3)n2)cc1	6	-3	1.1	0.98	-12	95	3	1	-7	2
CCOC(=O)C1(CCc2ccccc2)CCN(C(=O)[C@@H]2C[C@@H](C)NC(=S)N2)CC1	-1	5	1	·	-19	102	-5	0.9	1	12
O=C1c2ccccc2C(=O)N1CCCCON1C(=O)c2ccccc2C1=O	-5	-22	1.1	1.4	-6	101	22	0.9	-7	9
COc1ccc(OCCSc2nc3ccccc3n2CC(=O)O)cc1	0	16	1.1	1.2	2	99	-16	0.9	-6	6
CCOc1cc(/C=N\Nc2nc(Nc3ccccc3)nc(N3CCOCC3)n2)ccc1OC(=O)c1ccco1	8	2	1	0.51	-17	106	-2	0.8	-4	16
CC1=C(c2ccccc2)[N+](=O)C2(CCCC2)N1[O-]	-2	-2	1.1	1.1	-9	101	2	0.9	-7	15
CC1=C(C)CC(C(=O)NCCc2ccccc2)C(C(=O)O)C1 (stereo not drawn)	1	9	1.1	1.1	6	101	-9	0.9	-6	6
Cc1cccc(NC(=S)NNC(=O)CC(C)O)c1C (stereo not drawn)	14	11	1.1	1.1	1	102	-11	0.9	-6	7
O=C(O)CCNS(=O)(=O)c1ccccc1Br	5	3	1	0.91	-10	103	-3	1	-3	3
O=C(NC1CCCCC1)C1CCCN(S(=O)(=O)c2cnc[nH]2)C1 (stereo not drawn)	1	-32	1	0.94	1	104	32	1	-1	2
CCOC(=O)N1CCC(NC(=S)Nc2ccc3nc(N4CCN(C)CC4)cc(C)c3c2)CC1	1	-10	1	0.8	-4	85	10	1	-3	-3

In the list so far, these have a halogen.
SMILES	G6PDH counter	APP 5'UTR act	FLuc stim CS	NF-kB neuron act	TLR4-MyD88 BLA	STAT1 act	APP transl inh	Diaphorase act	FLuc inhib CS	Diaphorase inh
Fc1ccccc1Nc1nc2c(s1)CCc1ccccc1-2	16	164*	0.9	7.8*	-2	198*	-164	0.6	13	37
O=C(O)CCNS(=O)(=O)c1ccccc1Br	5	3	1	0.91	-10	103	-3	1	-3	3

Remaining list, next part:
SMILES	G6PDH counter	APP 5'UTR act	FLuc stim CS	NF-kB neuron act	TLR4-MyD88 BLA	STAT1 act	APP transl inh	Diaphorase act	FLuc inhib CS	Diaphorase inh
CCN(CC(=O)NC1CCS(=O)(=O)C1)c1ccc(S(C)(=O)=O)cc1[N+](=O)[O-] (stereo not drawn)	-3	2	1	1.7	14	99	-2	0.8	-1	17
O=[N+]([O-])c1ccc(CSc2nnc(-c3cnccn3)o2)cc1	21	5	1	1.1	4	108	-5	1	0	5
COC(=O)c1sccc1NC(=O)c1cnc2cc(C)nn2c1C	0	-8	1.1	1.3	2	108	8	0.9	-6	12
CN(C)CCCN(C(=O)c1ccc(N2C(=O)CCC2=O)cc1)c1nc2c(F)cccc2s1	2	12	1	1.1	-4	106	-12	1	-2	-4
CCc1ccccc1NC(=O)Cn1cccc1C1=NC(c2ccccc2)CO1 (stereo not drawn)	1	-3	1.1	1.2	2	96	3	0.9	-7	15
O=C(CSc1nc2nn(-c3ccccc3)c(=O)c-2c2n1CCCCC2)NCCc1ccccc1	0	6	1.1	0.74	-7	101	-6	0.8	-7	18
CCCCOC(=O)C1=C(C)Nc2ncnn2C1c1ccc(OCC)c(OC)c1 (stereo not drawn)	-5	0	1.1	0.99	9	103	0	0.8	-6	19
O=C1CC(c2cccc(Cl)c2)Cc2nc(N3CCOCC3)ncc21 (stereo not drawn)	9	-1	0.9	0.95	-1	102	2	1	6	1
COc1ccc(S(=O)(=O)Nc2ccccc2Cl)cc1NC(C)=O	10	5	1	1	8	92	-5	1	-3	-2
COc1ccc(-c2[nH]ncc2CN2CCN(C3CCCCC3)C(=O)C2)cc1F	4	-8	1.1	0.84	1	98	8	0.8	-11	20
CCOC(=O)c1[nH]c2ccccc2c1NC(=O)c1ccc(S(=O)(=O)N2CCOCC2)cc1	15	-8	1.1	0.79	3	97	8	0.9	-14	7
COc1ccc(CN2CCN(C(=O)c3ccco3)CC2)cc1	14	16	1.1	1.2	3	104	-16	1	-9	0
CCOC(=O)c1c(C)[nH]c(C)c1C(=O)COC(=O)c1ccc(Cl)c(S(=O)(=O)NCc2ccccc2)c1	2	·	1	0.56	4	90	·	0.9	-4	12
COc1cccc(CN(C)CC(=O)Nc2sc3c(c2C#N)CCC3)c1	6	15	1.1	1.2	14	98	-15	0.8	-6	22
CC(C)C(=O)NNc1ccccc1	2	18	1	1.1	-15	91	-18	0.9	-3	9
COC(=O)C(C)Sc1nc2c([nH]c3ccccc32)c(=O)n1C (stereo not drawn)	15	53	1.1	0.84	1	92	-23	0.9	-7	7
Cc1ccc(C2C(=O)N(C3CCC(C)CC3)CC(=O)N2C2CCCC2)cc1 (stereo not drawn)	5	-2	1.1	0.76	-4	94	2	0.9	-7	10
CN(C)/C=C(/C(=O)c1ccc(Cl)c(Cl)c1)S(C)(=O)=O	10	5	1.1	2.4	-8	97	-5	0.9	-10	9
CCOc1ccccc1Cn1c(=O)sc2ccccc21	18	9	1	1.3	14	94	-9	0.8	-3	15
CCN1C(=O)C(CC(=O)Nc2ccc(F)cc2)N(Cc2ccc3c(c2)OCO3)C1=S (stereo not drawn)	1	4	1	1.1	3	87	-4	0.8	-4	17
CC1C/C(=N\NC(=O)c2cccnc2)CC(C)(C)C1 (stereo not drawn)	4	-3	1	1.2	14	107	3	1	-4	-4
CCOC(=O)c1ccc(NC(=O)CN2C(=O)C3C4C=CC(C4)C3C2=O)cc1 (stereo not drawn)	6	15	1	1.5	-8	104	-15	0.8	-2	17
CC1(C)Cc2c(sc3c2C2=NCCN2C=N3)CS1	-2	-4	1	1	3	108	4	1.1	0	-7
CC(=O)Nc1ccc(NS(=O)(=O)c2ccc(C)cc2)c([N+](=O)[O-])c1	10	10	1	0.87	9	105	-10	0.9	-3	9

Compound profiles (already shown):
CC(=O)Nc1ccc(NS(=O)(=O)c2ccc(C)cc2)c([N+](=O)[O-])c1 in the list: G6PDH counter: 10; APP 5'UTR act: 10; FLuc stim CS: 1; NF-kB neuron act: 0.87; TLR4-MyD88 BLA: 9; STAT1 act: 105; APP transl inh: -10; Diaphorase act: 0.9; FLuc inhib CS: -3; Diaphorase inh: 9
Cc1sc2nc(SCC(=O)N(CCO)CCO)nc(N)c2c1C in the list: G6PDH counter: 8; APP 5'UTR act: 7; FLuc stim CS: 1; NF-kB neuron act: 0.98; TLR4-MyD88 BLA: 11; STAT1 act: 95; APP transl inh: -7; Diaphorase act: 0.9; FLuc inhib CS: -2; Diaphorase inh: 8

(continued)
SMILES	G6PDH counter	APP 5'UTR act	FLuc stim CS	NF-kB neuron act	TLR4-MyD88 BLA	STAT1 act	APP transl inh	Diaphorase act	FLuc inhib CS	Diaphorase inh
O=C(COC(=O)C12CC3CC(CC(C3)C1)C2)NC12CC3CC(CC(C3)C1)C2	2	8	1.1	1	3	97	-8	0.8	-8	16
COc1ccc(-c2cc(-c3nnc(COC(=O)CC4CC5CCC4C5)o3)c3ccccc3n2)cc1OC (stereo not drawn)	-36	-16	1	1.1	-6	88	16	0.9	0	12
CC(=O)OC1C(N2CCCCC2)c2c(ccc(/C=C/C(=O)N3CCCCC3)c2O)OC1(C)C (stereo not drawn)	16	41	1	1.1	-4	106	-41	0.8	-4	15
COc1cc(OC)cc(C2=NC3(CCC(C)CC3)NC2=S)c1 (stereo not drawn)	5	13	1.1	0.86	0	103	-13	0.9	-6	8
CC(=O)NC(CCS(C)(=O)=O)C(=O)Nc1cccc(C)c1C (stereo not drawn)	1	5	1.1	1.1	-9	107	-5	1.1	-5	-9
O=C(COC(=O)CCCCCN=C1NS(=O)(=O)c2ccccc21)Nc1ccc(Cl)c(Cl)c1	-2	9	1	1.5	-8	97	-9	0.8	-4	19
CCCCCn1c(=O)c(C(=O)c2ccccc2)nc2ccccc21	0	18	1	1.1	4	99	-18	0.8	-4	16
CCOC(=O)COc1c(Cl)cc(C2NC(=S)NC(c3ccccc3)=C2C(C)=O)cc1OC (stereo not drawn)	4	1	1	0.98	11	102	-1	0.9	-1	14
O=c1c2ccccc2nc(SCc2nc(-c3ccccc3)no2)n1-c1ccc(F)cc1	-27	-35	1	0.67	-5	94	35	0.8	-4	23
CCCC(=O)Nc1c(C)nn(C(=O)CCC)c1C	7	-8	1	1	-2	108	8	1	-1	-4
Cc1ccc(NC(=O)c2[nH]cnc2C(=O)NN)cc1	-1	10	0.9	1.3	10	111	-10	0.9	6	7
Cc1cc(C)n(-c2ccc(C(=O)OCC(=O)N(CC(C)C)C3CCS(=O)(=O)C3)cc2)n1 (stereo not drawn)	15	-7	1	1.1	3	108	7	1	2	4
CCOc1cc([N+](=O)[O-])cc(/C=C2/NC(=O)N(Cc3ccccc3F)C2=O)c1O	7	-7	1	0.93	6	94	7	0.4	-2	56*
CCn1c(CSc2nnc(C)n2-c2ccccc2)nc2cc(S(=O)(=O)N(C)C)ccc21	-3	17	1	1.1	-5	99	-17	0.8	-3	17
CCOc1ccc(C(=O)NCC(=O)OCC(=O)N2CCC(C)CC2)cc1	0	-1	1	1.2	6	101	1	0.9	-4	9
